TEAD-YAP inh = TEAD-YAP interaction inhibition; 640,000 compounds, 1.4% hits; HEK-TIYL cells, TEAD-Gal4/YAP UAS-luciferase luminescence; inhibition, % at 9.12 µM; in the data active = inhibition above about 32%;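 note: 0% = median of test compound wells and 100% = reference inhibitor wells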
GPR151 ag = activates the human receptor GPR151; Q8TDV0; PathHunter beta-arrestin GPR151 cells, luminescence; activation, % at 11.2 µM; 650,000 compounds, 1% hits; AID 1508602; in the data active = activation above about 4.9%;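 note: 0% = median of compound wells and 100% = cells with positive control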
FBW7 activator = human FBW7 E3 ligase activation, primary screen; Q969H0; AlphaScreen FBW7–phospho-cyclin E peptide binding, activator screen; normalized activity (activation), % at 26.1 µM; 650,000 compounds, 0.13% hits; AID 1259310; in the data active = normalized activity above about 1.9%;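 note: purified mutant Fbw7 with reduced substrate affinity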
Target sequence (Q969H0 whole entry, looked up): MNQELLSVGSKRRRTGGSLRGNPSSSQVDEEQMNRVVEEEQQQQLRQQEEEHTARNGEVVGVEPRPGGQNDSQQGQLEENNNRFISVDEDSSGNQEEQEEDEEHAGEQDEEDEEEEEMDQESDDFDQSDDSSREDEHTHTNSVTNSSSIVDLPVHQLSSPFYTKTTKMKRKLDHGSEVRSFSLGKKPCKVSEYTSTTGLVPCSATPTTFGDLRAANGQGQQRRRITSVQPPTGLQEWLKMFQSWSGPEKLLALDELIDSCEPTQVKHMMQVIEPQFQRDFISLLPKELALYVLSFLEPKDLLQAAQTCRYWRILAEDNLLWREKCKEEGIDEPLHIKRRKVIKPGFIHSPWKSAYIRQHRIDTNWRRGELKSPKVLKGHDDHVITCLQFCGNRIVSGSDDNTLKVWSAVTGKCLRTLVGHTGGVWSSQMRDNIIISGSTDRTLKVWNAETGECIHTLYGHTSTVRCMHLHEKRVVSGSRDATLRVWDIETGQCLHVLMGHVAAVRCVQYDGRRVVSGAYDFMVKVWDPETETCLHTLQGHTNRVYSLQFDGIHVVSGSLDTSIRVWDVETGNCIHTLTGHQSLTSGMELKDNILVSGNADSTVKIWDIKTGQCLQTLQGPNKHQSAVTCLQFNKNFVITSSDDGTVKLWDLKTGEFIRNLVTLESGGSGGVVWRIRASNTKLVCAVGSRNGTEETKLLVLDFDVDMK
MITF inh = human MITF inhibition, primary screen | AlphaScreen MITF homodimerization, bead proximity signal | O75030 | 650,000 compounds, 0.91% hits | AID 1259374 | inhibition, % at 2.6 µM; in the data active = inhibition above about 50%;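 note: 0% = vehicle wells with protein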
The depositor's hits bear a star.

molecule	TEAD-YAP inh	GPR151 ag	FBW7 activator	MITF inh
O=C(CN(c1ccccc1F)S(=O)(=O)c1ccccc1)Nc1ccc(F)c(F)c1	5	-1.7	0.5	9
COc1ccc(C(=O)N/C(=C/c2cccc([N+](=O)[O-])c2)C(=O)Nc2ccccc2Cl)c(Cl)c1	-4	0.4	0.1	2
COc1ccc(C(=O)Nc2nc(-c3cc(F)ccc3OC)cs2)cc1	-24	0.2	0.0	5
CCn1c2ccccc2c2cc(CN3CCN(S(=O)(=O)c4ccccc4[N+](=O)[O-])CC3)ccc21	1	-0.8	-0.2	28
Cc1ccc(C)c(S(=O)(=O)NCC(=O)N2CCN(c3ccccc3)CC2)c1	15	1.2	0.0	-2
COc1ccc(OC)c(/C=C(\C#N)C(=O)NCC2CCCO2)c1 (stereo not given)	6	-0.1	1.4	18
O=C(Nc1cc(Cl)ccc1O)C1CC(c2c(F)cccc2Cl)=NO1 (stereo not given)	8	0.3	0.8	10
CCCN(CCO)Cc1cc(OC)c(OC)cc1[N+](=O)[O-]	8	2.0	0.1	14
CNc1ccccc1C(=O)OCC(=O)c1c[nH]c2ccccc12	-51	2.5	0.2	-4
COCCCNCCCOc1c(Cl)cc(C)cc1Br	51*	0.1	0.1	50
COC(=O)c1cc(C(=O)N2CCN(c3ccccc3OC)CC2)cc([N+](=O)[O-])c1	64*	2.2	-0.1	-11
CNC(=O)COC(=O)c1c2c(nc3ccccc13)/C(=C/c1ccc(O)cc1)CC2	-37	-1.8	0.5	7
CCOC(=O)c1c(NC(=O)c2cc3nc(-c4ccc5c(c4)OCO5)cc(C(F)(F)F)n3n2)sc2c1CCCC2	-10	-2.4	0.0	5
C/C(=N/Nc1nc(-c2ccccc2)cs1)C(C)(C)C	61*	-0.1	-0.3	4
COc1cc(Cl)ccc1NC(=O)c1nn2c(C(F)(F)F)cc(-c3cc(Br)cs3)nc2c1Br	-1	1.0	0.1	-6

The list continues.
molecule	TEAD-YAP inh	GPR151 ag	FBW7 activator	MITF inh
CC1CCc2c(sc(NC(=O)Cc3ccccc3)c2C(=O)Nc2ccccc2)C1 (stereo not given)	-1	1.8	-0.1	12
CCCOc1ccc(/C(O)=C2/C(=O)C(=O)N(CCN(CC)CC)C2c2ccc(Br)cc2)cc1C (stereo not given)	8	0.7	0.0	16
O=C(Nc1ccnn1C1CCN(C2CCSCC2)CC1)c1ccc2c(c1)OCO2	0	0.1	0.0	3
CC(C)C(=O)Nc1nnc(SCC(=O)NCc2ccco2)s1	3	0.7	0.0	-2
Cc1cccc(C)c1NC(=O)N1C(C(=O)O)CSC1C(=O)O (stereo not given)	-7	-0.9	0.1	5
CCCNc1cc(N2CCN(Cc3ccc4c(c3)OCO4)CC2)ncn1	-13	-0.8	-0.2	2
COc1cc(/C=N/Nc2nnnn2-c2cccc3ccccc23)ccc1C	-9	-1.5	0.1	-13
COCCCNC(=O)CCCc1cn(C)c2ccccc12	-8	6.6*	0.0	-6
CN(CCN1C(=O)C2C(C(=O)Nc3cc(Cl)cc(Cl)c3)C3C=CC2(O3)C1C(=O)NC1CCCCC1)Cc1ccccc1 (stereo not given)	-3	0.2	-0.2	-6
O=C(c1ccccc1)c1ccc(OC(=O)c2ccc(Br)o2)cc1	-7	-0.7	0.4	-8
c1ccc2c(NCC3CCCO3)nc(SCc3ccncc3)nc2c1 (stereo not given)	6	0.0	-0.1	-26
COc1ccc(-n2nc3c(c2NC(=O)c2ccccc2C(F)(F)F)CSC3)cc1	13	0.2	0.1	14
CC1CCCCC1NC(=O)c1ccc(N2CCC(Cc3ccccc3)CC2)c([N+](=O)[O-])c1 (stereo not given)	3	-0.9	0.1	15
O=C(c1ccc[n+]([O-])c1)N1CCOc2ccc(C3=CCCCC3)cc2C1	-21	-0.5	-0.2	-3
Cc1ccc2cc(C=O)c(N3CCOCC3)nc2c1C	-3	0.1	-0.3	8

The results go on.
molecule	TEAD-YAP inh	GPR151 ag	FBW7 activator	MITF inh
Cc1ccc(NC(=O)Cn2c3ccccc3c(=O)c3cc(C)ccc32)cc1	6	1.1	0.1	-15
CC(=O)C1C(=O)c2cc([N+](=O)[O-])ccc2C1=Nc1ccc(Br)cc1 (stereo not given)	4	0.0	0.1	12
CCOC(=O)C(NC(=O)c1ccc(OC)cc1)(N1CCOCC1)C(F)(F)F (stereo not given)	-6	-0.1	0.0	-1
O=C(Nc1nc(-c2ccc(Br)cc2)cs1)c1ncn[nH]1	-13	1.3	-1.1	63*
COc1ccc(C2CC(c3c(-c4ccccc4)c4cc(Br)ccc4[nH]c3=O)=NN2C(=O)c2ccc(Cl)cc2)cc1 (stereo not given)	9	-0.5	0.0	12
O=C(NNC(=O)c1ccccc1I)Nc1cccc(Cl)c1	-18	-2.1	-0.2	-1
Cc1cc(C(=O)N/N=C/c2c(O)ccc3ccccc23)n[nH]1	15	-0.1	-0.8	14
CCCNc1ccnc(Nc2ccc(C(F)(F)F)cc2)n1	-31	-0.4	0.1	17
COc1ccc(Oc2nc3ccccc3n3cnnc23)cc1	1	-1.3	0.1	16
NC(=S)N/N=C/c1ccccc1[N+](=O)[O-]	5	-1.0	-0.1	-3
CCCN1CCC(=NNc2ccc(S(N)(=O)=O)cc2[N+](=O)[O-])CC1	4	1.6	-0.1	3
CN=c1oc2ccc(Br)cc2cc1C(N)=O	-2	-0.3	-0.2	-15
CN(C)/C=N/c1ncc(C(=O)c2ccc3ccccc3c2)s1	-34	-0.4	-0.1	0
COc1ccc(Cl)cc1C(=O)N/C(=C\c1cccc([N+](=O)[O-])c1)C(=O)NC1CCCCC1	-6	0.7	-0.1	2
N#CCCN1CCN(S(=O)(=O)c2ccc(S(=O)(=O)N3CCCC3)cc2)CC1	0	0.9	0.0	6

(cont.)
molecule	TEAD-YAP inh	GPR151 ag	FBW7 activator	MITF inh
COc1cc(S(=O)(=O)n2cnc3ccccc32)ccc1Cl	0	-0.6	0.1	3
CCN(CC)S(=O)(=O)c1cccc(S(=O)(=O)c2ccc(Cl)cc2)c1	6	1.3	0.0	13
CCOc1ccccc1NC(=O)c1c(NCc2cccc(OC)c2)sc2c1CCC2	11	-0.1	0.7	6
COC(=O)c1c(NC(=O)c2c(F)cccc2F)sc2c1CCC(C(C)(C)C)C2 (stereo not given)	-9	1.2	0.2	8
COc1cc(=O)n2c(c1C(=O)N1CCCC1)CCN(Cc1c(F)cccc1Cl)CC2	4	0.4	0.4	-10
Cc1cc2nc(C)c(CCC(=O)O)c(C)n2n1	1	1.4	0.0	-10
CC(=C\C(=O)O)/C(=C/c1ccc(C)o1)C(=O)O	2	0.5	-0.1	20
O=C(CN1C(=O)NC2(CCN(Cc3ccccc3)CC2)C1=O)NCc1ccc(F)cc1	5	-0.6	0.6	17
O=C(O)C1CCCN(S(=O)(=O)c2cc(Cl)cc(Cl)c2O)C1 (stereo not given)	-1	1.4	0.1	21
COCCn1cnc2c1c(=O)n(CC(=O)Nc1cc(C)on1)c(=O)n2Cc1ccccc1	2	-1.7	-0.2	-5
C=CCn1c(SC2CCOC2=O)nc2sc(CC)cc2c1=O (stereo not given)	3	-0.2	0.1	-4
Cc1ccc(NC(=O)C(=O)N2CCCCC2)cc1	-68	-2.9	0.1	-6
CCCOc1cc(OCCC)cc(C(=O)Nc2cccc3nsnc23)c1	13	0.1	1.2	4
CC(C)NCCCOc1ccc(Cl)cc1Br	32*	-1.0	-0.2	14
O=C(Nc1ccc([N+](=O)[O-])cc1)OCCN1CCOC1=O	-5	-0.1	-0.1	-5

Some of the entries so far, with two lines to a compound:
The line under a structure holds: TEAD-YAP inh	GPR151 ag	FBW7 activator	MITF inh
O=C(CN1C(=O)NC2(CCN(Cc3ccccc3)CC2)C1=O)NCc1ccc(F)cc1
  5	-0.6	0.6	17
CC(=C\C(=O)O)/C(=C/c1ccc(C)o1)C(=O)O
  2	0.5	-0.1	20
Cc1ccc(NC(=O)C(=O)N2CCCCC2)cc1
  -68	-2.9	0.1	-6
Cc1cc2nc(C)c(CCC(=O)O)c(C)n2n1
  1	1.4	0.0	-10
CC(C)NCCCOc1ccc(Cl)cc1Br
  32*	-1.0	-0.2	14
CCCOc1cc(OCCC)cc(C(=O)Nc2cccc3nsnc23)c1
  13	0.1	1.2	4
COC(=O)c1c(NC(=O)c2c(F)cccc2F)sc2c1CCC(C(C)(C)C)C2 (stereo not given)
  -9	1.2	0.2	8

Going on with the list:
molecule	TEAD-YAP inh	GPR151 ag	FBW7 activator	MITF inh
COCC(=O)Nc1cc([N+](=O)[O-])ccc1OC	4	1.1	0.0	4
Cc1cnc(-c2ccc(C(N)=O)cc2)nc1NCCOc1ccccc1	-14	-2.2	0.3	-5
O=C(O)CCCNC(=O)C12CC3CC(CC(C3)C1)C2	-3	0.3	-0.2	1
COc1cccc(NC(=O)c2cc([N+](=O)[O-])[nH]n2)c1	-8	-5.4	0.1	4
COc1ccc(C(=O)Nc2ccc3oc(-c4ccc(C(C)(C)C)cc4)nc3c2)cc1OC	-3	0.6	0.0	-6
CS(=O)(=O)N(CC(=O)Nc1ccc(F)c(Cl)c1)C1CCCCC1	2	-0.9	-0.2	-10
O=C(CSc1nc2[nH]ncc2c(=O)n1-c1ccccc1)Nc1ccc(F)c(F)c1	61*	0.3	0.3	1
O=C(/C=C/c1ccccc1F)c1ccc(N2CCOCC2)cc1	-34	-1.5	0.2	14
OCCC1CN(Cc2ccc(Oc3ncccn3)cc2)CCN1Cc1cccs1 (stereo not given)	14	0.6	-0.1	-7
CC(C)Oc1cccc(CN(C)C(=O)Nc2ccc(-c3cn[nH]c3)cc2)c1	6	1.0	-0.6	-7
Cc1ccccc1C(=O)NNC(=O)CN1C(=O)c2ccccc2C1=O	5	0.8	0.3	4
Cc1cc(NC(=O)C(Cl)c2ccccc2)no1 (stereo not given)	-13	-0.2	0.1	-6
CC1(C)OC2OC(C(=O)NCCC(=O)Nc3nccs3)C3OC(C)(C)OC3C2O1 (stereo not given)	3	0.8	0.1	4
O=C(O)CSCC(=O)N1CCC(c2nnc(-c3ccccc3)o2)CC1	-2	2.6	0.0	-6
CCCOP(=O)(c1ccccc1)c1ccccc1	6	0.1	0.0	-3

(listing goes on)
molecule	TEAD-YAP inh	GPR151 ag	FBW7 activator	MITF inh
COc1ccc(C(=O)NC(=S)NNC(=O)c2ccc(NC(=O)C(C)C)cc2)cc1	6	1.7	-0.1	10
Cc1nc(NCCNC(=O)Nc2ccc(F)c(Cl)c2)cc(-n2cccn2)n1	8	0.0	-0.1	3
Cc1cc([N+](=O)[O-])c(N2CCOCC2)cc1NC(=O)c1sc2ccccc2c1Cl	-1	1.5	0.1	-4
CSc1ccc2nc(NC(=O)c3c(F)cccc3F)sc2c1	-57	-0.6	0.2	-1
CC(C)(C)OCC(O)CN1CCN(S(=O)(=O)c2cccc([N+](=O)[O-])c2)CC1 (stereo not given)	0	0.0	-0.1	31
COc1cc(C2C(C(=O)OC3CCCC3)=C(C)NC3=C2C(=O)CCC3)cc(OC)c1O (stereo not given)	12	0.5	-0.2	-9
COc1ccccc1C(=O)Nc1ccc(C(=O)Nc2cccc3ccccc23)cc1	5	-1.7	0.7	0
Cc1onc(-c2nc(Nc3ccc(-n4cnc(N5CCOCC5)n4)cc3)ncc2Cl)c1-c1cnn(C)c1	22	0.0	0.4	-3
C=CCNS(=O)(=O)c1ccccc1C(F)(F)F	1	0.9	0.1	3
CC1=C(C(=O)Nc2ccc(Br)cc2)C(c2ccccc2Br)NC(=O)N1 (stereo not given)	24	1.5	0.8	19
O=C1NC(=O)/C(=C\c2cn(Cc3ccc(Cl)cc3)c3ccccc23)N1	1	0.2	-0.2	-7
CN(C1CCCCC1)S(=O)(=O)c1cccc2nonc12	12	-1.3	0.0	9
COc1cc(C2C(C(=O)OCCc3ccccc3)=C(C)NC3=C2C(=O)CC(C)(C)C3)ccc1OC(C)=O (stereo not given)	-3	-0.1	0.6	16
Cc1cc2c(c(=O)o1)C(c1sccc1C)C(C#N)=C(N)O2 (stereo not given)	0	-0.8	0.1	4
Cc1cccc(C(=O)OCc2nc3sc(C)c(C)c3c(=O)[nH]2)c1O	0	-1.3	0.2	8

Part of the list above, as labelled records:
Cc1nc(NCCNC(=O)Nc2ccc(F)c(Cl)c2)cc(-n2cccn2)n1
  TEAD-YAP inh: 8
  GPR151 ag: 0.0
  FBW7 activator: -0.1
  MITF inh: 3

Cc1cc([N+](=O)[O-])c(N2CCOCC2)cc1NC(=O)c1sc2ccccc2c1Cl
  TEAD-YAP inh: -1
  GPR151 ag: 1.5
  FBW7 activator: 0.1
  MITF inh: -4

(next part)
molecule	TEAD-YAP inh	GPR151 ag	FBW7 activator	MITF inh
NC(=O)c1ccc(Nc2c([N+](=O)[O-])c3nonc3c3nonc23)cc1	-6	-0.4	-0.2	5
O=C(NCC1OCCc2ccccc21)c1ccccc1 (stereo not given)	-22	-0.6	0.1	-1
N#Cc1ccc(COC(=O)CNC(=O)c2ccccc2)cc1	0	0.1	0.0	4
COc1ccc(C)cc1S(N)(=O)=O	0	1.2	-0.2	-7
CCOC(=O)c1c(NC(=O)c2cc3ccccc3oc2=O)sc2c1CC(C)(C)OC2	3	-0.5	0.0	-5
Cc1cc(C)cc(NC(=O)c2ccc(CSc3nnc(N)s3)cc2)c1	-15	-1.4	0.0	-15
COc1ccc(CN2CCc3nc(N4CCC(C)CC4)[nH]c(=O)c3C2)cc1CO	6	0.7	0.1	-8
CCCOC(=O)c1cc(-c2ccccc2)nc2ccc(C)cc12	0	0.8	0.3	6
O=C(c1cccc(C(=O)N2CCCCC2)c1)N1CCCCC1	-12	-1.0	0.6	20
